Screening data from PubChem.
A3G deaminase = inhibitors of human APOBEC3G DNA deaminase | recombinant A3G, ssDNA deamination FAM/TAMRA fluorescence | inhibition, % at 20 µM | 0.28% of 330,000 active;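 active means inhibition of at least 40% at 20 µM, with no more than 30% in the related APOBEC3A deaminase screen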;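 further: plate controls were DMSO wells with A3G for no effect and wells lacking A3G enzyme for full effect; some compounds called inactive have numbers as strong as hits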
mIAP activ = increases mouse intestinal alkaline phosphatase activity | muIAP, CDP-Star luminescence, 30 min; hits give high values; 1 = vehicle-only enzyme signal, 0 = enzyme-free wells | activation factor at 10 µM | 0.24% of 330,000 active | AID 2805;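 active means activation factor of at least 2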; further: the source names both 10 and 20 µM as test concentration; values of inactives mirror those of a sister screen read the other way
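Assay system: mouse IAP enzyme; reagent: chemiluminescent substrate CDP-Star; dosing: test compounds delivered from DMSO solution; schedule: 30 min at room temperature; measured by: luminescence from enzymatic CDP-Star hydrolysis; controls: DMSO-only wells and no-enzyme negative control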
hIAP inh = human IAP inhibition; purified IAP, CDP-Star luminescence, 30 min; inhibition, % at 10 µM; 0.12% of 330,000 active;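 active means inhibition reaching a set limit with compound at 10 µM in the primary screen, cut at about 35% in these data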;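 further: plate controls were DMSO wells with enzyme for no effect and no-enzyme buffer wells for full effect; values of inactives mirror those of a sister screen read the other way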
Target sequence (P09923 whole entry, looked up): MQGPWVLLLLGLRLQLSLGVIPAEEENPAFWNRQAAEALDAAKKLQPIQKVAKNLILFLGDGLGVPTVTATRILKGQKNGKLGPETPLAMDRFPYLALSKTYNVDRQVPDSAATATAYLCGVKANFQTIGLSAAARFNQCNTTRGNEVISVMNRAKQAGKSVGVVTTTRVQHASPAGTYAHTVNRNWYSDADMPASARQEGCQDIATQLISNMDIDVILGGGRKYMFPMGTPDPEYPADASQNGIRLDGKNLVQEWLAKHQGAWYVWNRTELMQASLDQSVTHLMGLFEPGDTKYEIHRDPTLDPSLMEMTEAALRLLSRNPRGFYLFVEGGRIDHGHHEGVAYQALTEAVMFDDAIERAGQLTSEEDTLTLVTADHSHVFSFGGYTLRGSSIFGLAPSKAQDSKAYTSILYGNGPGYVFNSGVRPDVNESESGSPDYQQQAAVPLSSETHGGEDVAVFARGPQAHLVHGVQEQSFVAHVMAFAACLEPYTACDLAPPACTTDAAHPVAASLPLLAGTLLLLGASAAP
ATG4B inh = blocks human ATG4B protease cleavage of LC3 substrate. ATG4B cleavage of LC3-PLA2, NBD-HPC fluorescence, 1 h. Q9Y4P1. inhibition, % at 8.33 µM. 0.51% of 340,000 active; in the data active means inhibition above about 40%
MIN6 prolif = MIN6 beta-cell proliferation induction; proliferation, % at 10 µM; 0.29% of 330,000 active; MIN6 cells proliferation, ATPlite luminescence, 48 h; cells starved in 0.2% serum; 100% = growth in 10% serum;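 active means compounds whose signal lies at least 3.5 SD above the mean of all wells on their plate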;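 further: 0% = DMSO-treated cells in low-serum medium and 100% = 10% serum control; some compounds called inactive have numbers as strong as hits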
hIAP activ = increases human intestinal alkaline phosphatase activity; P09923; purified human IAP, CDP-Star luminescence, 30 min; hits give high values; 1 = vehicle-only enzyme, 0 = enzyme-free background; activation factor at 10 µM; 0.16% of 330,000 active;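 active means activation factor of the enzyme at least 2-fold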; further: the source names both 10 and 20 µM as test concentration; values of inactives mirror those of a sister screen read the other way
MPTP block = inhibitors of mitochondrial permeability transition pore; AID 602449; inhibition, % at 10 µM; isolated mouse mitochondria, Ca2+ swelling absorbance, 30 min; 1.4% of 360,000 active;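 active means inhibition of 50% or more, scaled per plate between neutral and stimulator controls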;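 further: 0% = DMSO wells given calcium and 100% = 1 mM EGTA wells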
mIAP block = mouse IAP inhibition; inhibition, % at 10 µM; 0.2% of 330,000 active; AID 2806; purified mouse IAP, CDP-Star luminescence, 30 min;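 active means inhibition of at least 40% at 10 µM in the primary screen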;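 further: plate controls were DMSO with enzyme for no effect and no enzyme wells for full effect; values of inactives mirror those of a sister screen read the other way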
A3A deaminase = human APOBEC3A DNA deaminase inhibition; recombinant A3A, FAM/TAMRA ssDNA deamination fluorescence; P31941; inhibition, % at 20 µM; 0.41% of 330,000 active;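 active means at least 40% inhibition at 20 µM here, with at most 30% in a related deaminase screen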;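 further: plate controls were A3A with DMSO for no effect and wells lacking A3A enzyme for full effect; some results filed as inactive read as strong as hits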
Target sequence (P31941 whole entry, looked up): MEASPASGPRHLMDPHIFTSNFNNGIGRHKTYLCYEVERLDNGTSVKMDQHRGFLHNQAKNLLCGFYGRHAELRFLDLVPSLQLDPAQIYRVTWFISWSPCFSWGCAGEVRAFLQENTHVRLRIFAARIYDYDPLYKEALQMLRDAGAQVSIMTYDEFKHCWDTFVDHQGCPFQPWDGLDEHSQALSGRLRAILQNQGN
The depositor's hits bear a star; . = not tested or not shown.

SMILES	A3G deaminase	mIAP activ	hIAP inh	ATG4B inh	MIN6 prolif	hIAP activ	MPTP block	mIAP block	A3A deaminase
Cc1nc(NC(=O)c2ccccc2[N+](=O)[O-])sc1C(=O)N(C)C	-2	1.1	-21	4	0	1.2	0.5	-8	0
CC(C)C(c1nnnn1Cc1ccc2c(c1)OCO2)N1CCN(C)CC1 (centres undefined)	-2	1	-3	-12	1	1	-0.3	-2	-3
CCN(CC(=O)Nc1ccc2c(c1)OCCO2)C(=O)CN1C(=O)NC(C)(c2ccc(C)cc2)C1=O (centres undefined)	-8	1.1	4	-4	4	0.96	-0.8	-13	-2
O=c1[nH]c(Nc2ccc3c(c2)OCCO3)nnc1Cc1ccccc1	-3	1	-9	-6	-2	1.1	0.1	-4	-3
Fc1ccc(-[n+]2nc(Nc3ccccc3)sc2-c2c(Cl)cccc2Cl)cc1	22	0.91	3	-1	-9	0.97	39	9	4
COc1ccc(S(=O)(=O)n2cccc2)c(OC)c1	-8	1	21	1	-1	0.79	1.1	-2	0
CCc1ccc(CNC(=O)c2ccc(OC3CCN(C(=O)COC)CC3)cc2)nc1	-6	0.95	-13	20	-1	1.1	-0.1	5	1
COc1ccc(NC(=O)Cn2cccc2)cc1Cl	0	1	-5	3	-4	1.1	1.0	-1	3
O=[N+]([O-])c1ccccc1Oc1ccccc1Cl	0	1	-7	-2	-1	1.1	0.8	0	0
CCNC(=O)/C(=C/c1ccc2c(c1)OCO2)NC(=O)c1ccc(Br)cc1	-9	1	-12	5	-1	1.1	-3.0	-1	-6
Oc1ccc(/C=N/NC(=S)NCCN2CCOCC2)c(O)c1	-16	1	-84	-2	-1	1.8	-0.3	-4	15
CCCc1cc(C(=O)NCCc2ccccc2)no1	4	0.91	9	2	-4	0.91	-0.1	9	1
C/C(=N\O)c1ccc(Cl)cc1Cl	-3	1	-7	6	-2	1.1	-0.1	-1	5
O=C(Nc1ccc2c(c1)OCO2)N1CCC(CO)(CC2CCCCO2)CC1 (centres undefined)	2	1	-7	-9	1	1.1	3.3	-2	4
CC(C)Oc1cccc(-c2nnc(SCC(=O)Nc3ccc4c(c3)OCCO4)n2N)c1	-4	0.82	-4	-8	2	1	-0.5	18	4
CCn1ccnc1CN1CCc2c([nH]c3ccccc23)C1C1CCCCC1 (centres undefined)	-1	1.2	-9	7	-3	1.1	-0.3	-21	-2
Cc1ccc(C)c(N2CCN(C(=O)C3CCN(c4nnc(N5CCCC5=O)s4)CC3)CC2)c1	-5	1	7	-13	-1	0.93	0.7	0	-1
COc1ccc2c(COC(=O)CNS(=O)(=O)c3ccc(C)c(C)c3)cc(=O)oc2c1	-8	1.1	1	-17	0	0.99	-0.4	-10	-3
O=C(C[C@H]1C/C=C\C[C@@H](Cc2ccc(F)cc2)C(=O)OC[C@H]2CCCN2C1=O)N[C@@H](CO)Cc1ccccc1	-10	0.92	24	-1	1	0.77	-0.5	8	-5
OCC1(Cc2cccc(Cl)c2)CCCN(Cc2ccc(F)c(F)c2)C1 (centres undefined)	-4	0.97	-6	10	-3	1.1	0.7	3	-1
Cc1cc(/C([O-])=C(/C(=S)Nc2ccccc2)[n+]2ccccc2)c(C)n1-c1ccccc1	0	0.84	-1	-3	-5	1	1.4	16	0
COc1ccc(N2CCN(C(=O)c3ccc(C)cc3Cl)CC2)cc1	-2	1	-1	-3	-1	1	-0.3	-1	9
Nc1ccc(Oc2ccc3nc(-c4ccccc4)c(-c4ccccc4)nc3c2)cc1	-4	0.91	14	0	-4	0.86	.	9	4
Cc1nn(CC2CC2)c(=O)n1-c1ccc(Cl)cc1	-2	1.1	-21	-3	-3	1.2	0.0	-10	-2

In a second layout: 3 of the compounds above
Structure | A3G deaminase | mIAP activ | hIAP inh | ATG4B inh | MIN6 prolif | hIAP activ | MPTP block | mIAP block | A3A deaminase
COc1ccc(N2CCN(C(=O)c3ccc(C)cc3Cl)CC2)cc1 | -2 | 1 | -1 | -3 | -1 | 1 | -0.3 | -1 | 9
Nc1ccc(Oc2ccc3nc(-c4ccccc4)c(-c4ccccc4)nc3c2)cc1 | -4 | 0.91 | 14 | 0 | -4 | 0.86 | . | 9 | 4
Cc1nn(CC2CC2)c(=O)n1-c1ccc(Cl)cc1 | -2 | 1.1 | -21 | -3 | -3 | 1.2 | 0.0 | -10 | -2

Continued.
SMILES	A3G deaminase	mIAP activ	hIAP inh	ATG4B inh	MIN6 prolif	hIAP activ	MPTP block	mIAP block	A3A deaminase
O=[N+]([O-])c1ccc(CSC2=NCCS2)cc1	-7	0.99	10	-1	-1	0.9	0.1	1	-9
COC(=O)C(C(=O)N1CCN(C)CC1)C1CCCCCC1 (centres undefined)	-5	1.1	-18	5	-2	1.2	2.2	-13	-3
COc1ccc(CN(C#N)c2nc(C)cc(C)n2)cc1	11	1.1	-5	-4	-1	1.1	0.0	-5	7
CCOc1nc(NC(=O)NS(=O)(=O)Oc2ccccc2Cl)nc(-c2ccccc2)n1	-2	1.1	5	6	0	0.95	-4.1	-10	5
COC(=O)/C=C1/SC(=NC(=O)c2ccc(Cl)cc2)NC1=O	-5	0.94	-2	-4	-3	1	8.1	6	2
Nc1nc2c(nc(N3CCCCC3)n2[C@@H]2O[C@H](CO)[C@@H](O)[C@H]2O)c(=O)[nH]1	-2	1	4	-4	-1	0.96	0.5	0	-1
Cc1cc(N2CCOCC2)nc2ccc(NC(=O)CCC(=O)N3CCC(C)CC3)cc12	-6	1	-8	-8	-2	1.1	3.1	-2	-2
CN(c1ccc(C(=O)NCC2CCCO2)cc1)S(C)(=O)=O (centres undefined)	7	1	-62	-5	-3	1.6	-0.8	-5	28
Cc1cc(C(=O)Nc2ncn[nH]2)ccc1[N+](=O)[O-]	-7	0.87	-70	-3	-3	1.7	0.6	13	3
Cn1c(C(=O)OC(C(=O)NC2CCCCC2)c2ccccn2)cc2sccc21 (centres undefined)	-6	1.1	-3	-26	1	1	0.5	-6	-3
O=C(c1ccc(F)cc1)N(NC(=O)C(O)(c1ccccc1)c1ccccc1)c1ccccc1	-7	0.95	-7	1	1	1.1	2.0	5	-3
Cc1cc(NC(=O)Cc2ccccc2)no1	-2	1.2	-6	2	-3	1.1	-1.2	-15	-3

Overlap with the part before: three compounds, then new ones.
SMILES	A3G deaminase	mIAP activ	hIAP inh	ATG4B inh	MIN6 prolif	hIAP activ	MPTP block	mIAP block	A3A deaminase
Cn1c(C(=O)OC(C(=O)NC2CCCCC2)c2ccccn2)cc2sccc21 (centres undefined)	-6	1.1	-3	-26	1	1	0.5	-6	-3
O=C(c1ccc(F)cc1)N(NC(=O)C(O)(c1ccccc1)c1ccccc1)c1ccccc1	-7	0.95	-7	1	1	1.1	2.0	5	-3
Cc1cc(NC(=O)Cc2ccccc2)no1	-2	1.2	-6	2	-3	1.1	-1.2	-15	-3
Cc1nc(CS(=O)(=O)c2ccccn2)sc1C(=O)NNC(=O)c1ccc(Cl)cc1	5	0.91	2	-16	-1	0.98	-0.2	9	2
O=C(Cn1cc(C(F)(F)F)ccc1=O)NC1CCCC1	-3	1	18	-5	-2	0.82	-1.6	-2	2
Cc1ccc(S(=O)(=O)N/N=C/c2ccc(O)c(O)c2)cc1[N+](=O)[O-]	-1	0.64	-5	-4	-4	1.1	2.6	36	1
O=S(=O)(c1cccs1)N1CCN(c2ccccn2)CC1	-6	1.1	8	-2	0	0.92	0.7	-8	-5
COc1cc(/C=N/N(C)C2=NS(=O)(=O)c3ccccc32)cc(OC)c1OC	-9	1.1	-2	1	-1	1	1.3	-6	-4
O=C(CN1C(=O)CSC1=O)Nc1ccc(N2CCOCC2)cc1	-2	0.95	-2	-7	3	1	-0.2	5	-1
CCOC(=O)c1c(N)sn(-c2ccccc2C)c1=S	57*	0.81	-4	-13	-6	1	0.2	20	-21
CCOc1ccccc1-n1nnnc1SCC(=O)NC(=O)Cc1ccccc1	11	0.97	13	0	1	0.87	0.0	3	34
CCCCNC(=O)COC(=O)CCC(=O)c1ccc(F)cc1	2	0.94	11	-4	-1	0.89	0.1	6	-1
O=C(Cc1ccc(Cl)cc1)Nc1cccc(S(=O)(=O)Nc2ccccc2F)c1	-2	0.89	5	-7	-1	0.95	60*	11	0
Cc1ccccc1OCCSc1nnc(-c2cccnc2)n1N	-8	0.91	5	1	2	0.95	-0.4	9	-4
CCOC(=O)CS(=O)(=O)c1nc(-c2ccc(F)cc2)cc(C(F)(F)F)n1	-7	0.94	1	-12	-4	0.99	-0.8	6	-3

Entries of single compounds from above:
`Cc1cc(C(=O)Nc2ncn[nH]2)ccc1[N+](=O)[O-]` across the screens: A3G deaminase = -7; mIAP activ = 0.87; hIAP inh = -70; ATG4B inh = -3; MIN6 prolif = -3; hIAP activ = 1.7; MPTP block = 0.6; mIAP block = 13; A3A deaminase = 3
`Oc1ccc(/C=N/NC(=S)NCCN2CCOCC2)c(O)c1` across the screens: A3G deaminase = -16; mIAP activ = 1; hIAP inh = -84; ATG4B inh = -2; MIN6 prolif = -1; hIAP activ = 1.8; MPTP block = -0.3; mIAP block = -4; A3A deaminase = 15
`CC(C)Oc1cccc(-c2nnc(SCC(=O)Nc3ccc4c(c3)OCCO4)n2N)c1` across the screens: A3G deaminase = -4; mIAP activ = 0.82; hIAP inh = -4; ATG4B inh = -8; MIN6 prolif = 2; hIAP activ = 1; MPTP block = -0.5; mIAP block = 18; A3A deaminase = 4

More entries follow:
SMILES	A3G deaminase	mIAP activ	hIAP inh	ATG4B inh	MIN6 prolif	hIAP activ	MPTP block	mIAP block	A3A deaminase
NC(=O)NCc1cccnc1	2	1.1	0	-10	-3	1	-1.3	-11	3
CCOC(=O)c1c(C)[nH]c(C(=O)COC(=O)C23CC4CC(CC(Cl)(C4)C2)C3)c1C	-6	0.96	13	-2	-2	0.87	16	4	-2
CCC(C)c1ccc(OCC(=O)Nc2ccc3[nH]c(=O)[nH]c3c2)cc1 (centres undefined)	-4	1	-3	-1	-2	1	1.3	-2	-5
O=C(NNS(=O)(=O)c1ccccc1)c1cccs1	0	0.84	-3	6	1	1	0.1	16	5
Cn1c(-c2cccc(Br)c2)cnc1NCc1cccnc1	1	1	0	2	-2	1	23	-4	2
COc1cc(/C=N/NC(=S)Nc2cccnc2)cc(OC)c1O	-2	1	-14	6	-5	1.1	0.2	0	-4
O=C(COc1cccc2c1CCNC2=O)Nc1cccc(C(F)(F)F)c1	-12	1.1	6	-1	1	0.94	1.1	-13	-3
Cc1c(C(=O)N2CCN(S(=O)(=O)c3ccc(F)cc3)CC2)oc2ccccc12	-8	1	4	-16	-1	0.96	-1.7	-2	8
O=C(Nc1cccc(F)c1)c1ccc(S(=O)(=O)N2CCCC2)cc1	-9	1	10	3	2	0.9	-1.6	-3	-2
CN=C1S/C(=C\c2ccc(OCC(=O)OC)c(OC)c2)C(=O)N1C	2	0.95	-14	0	-1	1.1	3.2	5	2
CC(=O)c1ccc(NC(=O)CO/N=C(\C)c2cccs2)cc1	-7	1	-5	-13	-3	1.1	1.2	-4	-1
CCCN(CC(=O)Nc1ccc(Cl)cc1Cl)C(=O)c1ccc(=O)[nH]c1	-9	1	-7	2	-1	1.1	2.0	-1	-3

No enrichment for hits (roughly 3.3% active in at least one column).
